# TRPN1 ag – zebrafish TRPN1 (NompC) channel agonism; HEK293 zebrafish TRPN1-YFP, Fluo-8 calcium fluorescence; 100% = response to 87 µM carbachol; activation, % at 3 µM; 220,000 compounds, 0.18% hits;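 active means activation above its plate's cutoff, the mean activation of test wells on that plate plus 3 SD, cut at about 19% in these data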;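 further: 0% = DMSO alone and 100% = 87 µM carbachol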
#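 Material – zebrafish TRPN1-YFP in HEK293 cells · Doses – 3 µM single point · Schedule – dye 1 h 37 °C plus 30 min RT · Signal – Fluo-8 calcium fluorescence, excitation 470-495 nm, emission 515-575 nm · Read-out – % activation versus carbachol response · Control set – carbachol high, DMSO low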
# TNF necrop inh – inhibitors of TNF-alpha induced necroptosis in Jurkat FADD-/- cells | activation (protection from cell death), % at 10 µM | AID 463075 | 220,000 compounds, 0.068% hits | Jurkat FADD-/- TNF necroptosis rescue, ATP luminescence, 24 h; 0 = TNF only, 100 = no-TNF cells;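 active means activation, meaning protection from cell death, of at least 50% relative to plate controls; inactive means activation below 50%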;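 further: necroptosis triggered by 40 ng/mL TNF-alpha added together with compound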
# TRPML3 ag – activates the human TRPML3 channel; Q8TDD5; HEK293 TRPML3-YFP, Fluo-8 calcium fluorescence; 100% = the carbachol control signal; activation, % at 3 µM; 220,000 compounds, 0.29% hits; AID 1448;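 active means activation above its plate's cutoff, the mean activation of the plate's test wells plus 3 SD, cut at about 12% in these data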;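 further: 0% = DMSO only wells and 100% = carbachol wells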
# Target sequence (Q8TDD5 whole entry, looked up): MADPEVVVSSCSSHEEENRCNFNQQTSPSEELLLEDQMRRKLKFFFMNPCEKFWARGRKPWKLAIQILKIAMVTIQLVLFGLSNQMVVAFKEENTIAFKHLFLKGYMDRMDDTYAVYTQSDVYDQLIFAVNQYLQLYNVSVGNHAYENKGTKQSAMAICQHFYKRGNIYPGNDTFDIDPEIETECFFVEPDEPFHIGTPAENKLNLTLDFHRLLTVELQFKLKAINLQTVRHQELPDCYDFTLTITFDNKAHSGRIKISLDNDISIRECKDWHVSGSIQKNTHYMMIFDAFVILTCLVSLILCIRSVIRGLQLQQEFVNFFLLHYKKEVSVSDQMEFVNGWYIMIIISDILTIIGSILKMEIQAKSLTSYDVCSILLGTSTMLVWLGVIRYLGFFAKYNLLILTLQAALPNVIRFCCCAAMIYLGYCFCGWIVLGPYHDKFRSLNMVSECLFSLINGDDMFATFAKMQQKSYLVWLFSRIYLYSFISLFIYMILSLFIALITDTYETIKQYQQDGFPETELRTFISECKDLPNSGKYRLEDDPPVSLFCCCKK
#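 Material: TRPML3-YFP stable HEK293 cells | Dosing: One concentration, 3 µM nominal, 0.3% DMSO | Timing: 125 s total fluorescence read per well | Technique: Fluo-8 calcium dye fluorescence, ex 470-495, em 515-575 nm | Measure: Percent activation from peak-to-basal fluorescence ratio, scaled between DMSO and carbachol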
# An asterisk follows results filed as active. This is a subset; the hit share may differ from the screen's.
SMILES,TRPN1 ag,TNF necrop inh,TRPML3 ag
COc1cc(C2c3c(oc4c(C)cc(C)cc4c3=O)C(=O)N2Cc2cccnc2)cc(OC)c1OC (stereo unspecified),-0.9,-0.3,1.1
CCOC(=O)Cc1csc(NC(=O)CSc2nnc(-c3ccc(NS(=O)(=O)CC)cc3)o2)n1,-0.1,1.0,1.4
CC1=CC(C)(C)N2C(=O)C3(C(C#N)=C(N)Oc4cc(C)oc(=O)c43)c3cc(C)cc1c32 (stereo unspecified),1.0,-5.3,0.4
N#Cc1c(N)nc2c(c1-c1ccncc1)CCCCCC2,-0.1,-1.6,0.1
O=C(CSc1nnc(-c2ccccc2NC(=O)c2ccccc2)o1)OC1CCCCC1,0.3,0.4,0.3
COc1ccc(OC)c(NC(=O)c2cnc3ccccn3c2=O)c1,-0.1,-0.6,-0.1
O=[N+]([O-])c1ccc(-c2nnc(CSc3nc(-c4ccccc4)nc4ccc(F)cc34)o2)cc1,0.6,-0.5,0.2
Cc1cccc(C(C#N)c2nc3ccccc3nc2C(F)(F)F)c1 (stereo unspecified),-1.6,-3.5,-0.5
Cc1oc2nc(SCC(=O)NC3CCCCC3)nc(N)c2c1C,-1.2,-2.1,-0.2
COCCNC(=O)C1CC(=O)N(c2ccc(F)c(Cl)c2)C1 (stereo unspecified),0.8,0.1,1.0
CC(=O)c1ccc(NC(=O)c2cnn3c(C(F)F)cc(C4CC4)nc23)cc1,-0.2,-0.4,0.1
Nc1ccc(-n2c(N)c(C(=O)NCc3ccc4c(c3)OCO4)c3nc4ccccc4nc32)cc1,0.8,1.0,0.5
CS(=O)(=O)N(Cc1nc2sc3c(c2c(=O)[nH]1)CCCC3)C1CCCCC1,1.0,1.2,0.3
CC(C)(C)CC(C)(C)NCC(O)COc1ccc2c(c1)CCC2 (stereo unspecified),0.8,-7.0,1.3
CC(C)Oc1ccc(C2C(C(=O)c3ccco3)=C(O)C(=O)N2CCCN(C)C)cc1 (stereo unspecified),0.7,-1.5,-0.3
CC(=O)Nc1ccc2c3c(cccc13)CC2,1.0,-3.1,0.4
CNC(=O)CN(C#N)c1nc(N(C)C)nc(N(C)C)n1,1.0,-1.8,0.8
Cc1cc(=O)[nH]c(/N=C(/NC(=O)c2ccccc2)Nc2ccc3c(c2)OCCO3)n1,0.5,-1.5,0.1
Cc1cc(/C=C2/SC(=S)N(c3cccc(Cl)c3)C2=O)c(C)n1-c1cccnc1,3.0,-18.4,1.8
Cc1cccc2cc(CN(Cc3nnnn3C3CCCC3)C3CCCCC3)c(=O)[nH]c12,0.0,-1.9,-0.3
CCc1cc(=O)oc2cc(OS(C)(=O)=O)ccc12,1.4,-2.8,0.7
O=C1c2ccccc2C(=O)N1Cc1nc(-c2cccnc2)no1,0.3,0.6,0.3
COc1ccc(-c2onc3ccc(Cl)cc23)cc1OC,0.0,-5.9,0.6
O=C(c1ccco1)N1CCN(C(c2coc3ccc(Cl)cc3c2=O)c2nnnn2C2CCCC2)CC1 (stereo unspecified),0.8,-0.3,0.4
COc1cc(C(=O)N2CCC(N3CCCCCC3)CC2)cc(OC)c1OC,1.2,-1.5,1.0
Cc1cccc(NC(=S)NC(=O)C(c2ccccc2)c2ccccc2)n1,-0.4,-2.3,0.2
CCc1ccc(NC(=O)CSC2=C(C#N)C(c3ccc4c(c3)OCO4)CC(=O)N2)cc1 (stereo unspecified),0.8,0.7,0.7
CN(C#N)c1nc(N2CCOCC2)nc(N2CCOCC2)n1,1.4,-2.6,0.3
N#Cc1c(N)nc2c(c1-c1ccco1)CCCCC2,-2.4,-0.3,-0.7
O=[n+]1c2c(n([O-])c3cc(F)c(N4CCCC4)cc31)CCC2,2.5,-2.9,5.5
C=C(C)c1cccc(C(C)(C)NC(=O)N2CCN(c3ncccn3)CC2)c1,-0.4,-0.7,0.6
Cc1onc(-c2ccccc2)c1-c1n[nH]c(=S)n1-c1ccccc1,-0.1,-1.5,0.2
CC(=O)c1c(O)cc(C)n(Cc2ccccc2)c1=O,0.1,17.1,-0.4
COc1ccccc1NC(=S)NNC(=O)c1ccccc1,-0.4,-1.8,0.8
O=S(=O)(c1ccc(F)cc1)N1CCC(N2CCN(c3ccccc3)CC2)CC1,0.6,-0.4,0.7
Cc1ccc(-n2nnc3c(SCC(=O)N4CCN(c5ccccc5)CC4)ncnc32)cc1,-0.1,-2.9,1.0
Cn1c(N2CCC(C(N)=O)CC2)nc2c1c(=O)n(Cc1ccc(Br)cc1)c(=O)n2C,0.8,-1.3,2.0
Cc1cc(C)c2c(n1)sc1c(N3CCOCC3)ncnc12,-0.2,-1.3,1.4
CC(C)(C)c1ccc(OCC(O)CNC(=O)c2ccccc2C(=O)O)cc1 (stereo unspecified),1.5,-0.6,-0.4
CCCc1ccc(Oc2cc(N3CCOCC3)nc(-c3ccccc3)n2)cc1,0.8,1.4,0.3
COC(=O)c1cc(OC)c(OC)cc1NC(=O)c1ccc(Br)o1,-0.9,-2.0,-0.2
COCCn1c(C)cc(C(=O)CSc2nnc3scc(-c4ccc(Cl)cc4)n23)c1C,0.2,-1.4,0.2
O=C(Nc1ccc(Cl)cn1)c1ccc(-c2ccc(Cl)c(Cl)c2)o1,0.5,-0.6,0.9
CCCCCn1c(N2CCC(Cc3ccccc3)CC2)nc2c1c(=O)[nH]c(=O)n2C,-1.6,-6.0,-1.2
Cc1ccnc(SCCn2c(N(C)Cc3ccccc3)nc3c2c(=O)n(C)c(=O)n3C)n1,-0.1,-1.8,0.4
CCOc1ccc(-n2cc(C(=O)Nc3cccc(C)n3)c3cc(OC)c(OC)cc3c2=O)cc1,0.3,-14.0,0.8
Cn1c(=O)c2c(nc(CN3CCN(c4ccccc4)CC3)n2CCCc2ccccc2)n(C)c1=O,0.9,-1.8,-0.4
O=C1CN(C(=O)c2ccco2)C(c2ccc(F)cc2)c2cc(Cl)ccc2N1 (stereo unspecified),-1.2,-7.8,0.7
CCOc1cc(-c2nc(-c3cc(OC)c(OC)c(OC)c3)no2)cc(OCC)c1OCC,0.8,-1.7,1.0
O=C(Nc1nnc(-c2ccc(Cl)s2)o1)C1CCCCC1,0.4,0.7,0.2
CC1(C)Cc2ccccc2-c2c1c(=O)n(-c1ccccc1)c1nnnn21,0.2,-3.3,-0.2
CCn1ncc(Br)c1C(=O)Nc1ccccc1C(=O)OC,-3.1,-3.9,-1.2
O=C(c1ccccc1)c1ccc(OCC(O)CN2CCOCC2)cc1 (stereo unspecified),3.1,-1.5,0.3
Cc1cc(C)c2c(n1)nn1c(N3CCN(c4cccc(Cl)c4)CC3)cc(C)nc21,0.3,-2.3,0.4
COc1cccc(N/C=C/C(=O)c2ccc(Br)cc2)c1,0.8,-2.1,0.3
Cc1nc(N2CCN(c3ncccn3)CC2)c2oc3ccccc3c2n1,0.7,-0.7,0.3
CCCC(=O)N1CCc2cc(OC)c(OC)cc2C1c1cc2cc3c(cc2[nH]c1=O)OCO3 (stereo unspecified),-0.4,-0.5,0.4
COCCn1nnnc1C(c1ccccc1OC)N1CCc2ccccc2C1 (stereo unspecified),0.6,-1.2,-0.1
O=c1c2c3c(sc2n2c(=S)[nH]nc2n1Cc1ccccc1)CN(Cc1ccccc1)CC3,0.1,-0.2,0.4
O=C(c1ccccc1)N1CCN(C(=O)c2ccncc2)CC1,-0.2,-0.8,-0.4

# Arranged by heavy-atom count (highest first): some entries from above.
SMILES,TRPN1 ag,TNF necrop inh,TRPML3 ag
Cn1c(=O)c2c(nc(CN3CCN(c4ccccc4)CC3)n2CCCc2ccccc2)n(C)c1=O,0.9,-1.8,-0.4
CCOc1ccc(-n2cc(C(=O)Nc3cccc(C)n3)c3cc(OC)c(OC)cc3c2=O)cc1,0.3,-14.0,0.8
CCCC(=O)N1CCc2cc(OC)c(OC)cc2C1c1cc2cc3c(cc2[nH]c1=O)OCO3 (stereo unspecified),-0.4,-0.5,0.4
CCOc1cc(-c2nc(-c3cc(OC)c(OC)c(OC)c3)no2)cc(OCC)c1OCC,0.8,-1.7,1.0
CCCCCn1c(N2CCC(Cc3ccccc3)CC2)nc2c1c(=O)[nH]c(=O)n2C,-1.6,-6.0,-1.2
Cc1cc(C)c2c(n1)nn1c(N3CCN(c4cccc(Cl)c4)CC3)cc(C)nc21,0.3,-2.3,0.4
COCCn1nnnc1C(c1ccccc1OC)N1CCc2ccccc2C1 (stereo unspecified),0.6,-1.2,-0.1
O=C1CN(C(=O)c2ccco2)C(c2ccc(F)cc2)c2cc(Cl)ccc2N1 (stereo unspecified),-1.2,-7.8,0.7
CC1(C)Cc2ccccc2-c2c1c(=O)n(-c1ccccc1)c1nnnn21,0.2,-3.3,-0.2
O=C(c1ccccc1)c1ccc(OCC(O)CN2CCOCC2)cc1 (stereo unspecified),3.1,-1.5,0.3
COC(=O)c1cc(OC)c(OC)cc1NC(=O)c1ccc(Br)o1,-0.9,-2.0,-0.2
O=C(c1ccccc1)N1CCN(C(=O)c2ccncc2)CC1,-0.2,-0.8,-0.4
CCn1ncc(Br)c1C(=O)Nc1ccccc1C(=O)OC,-3.1,-3.9,-1.2
COc1cccc(N/C=C/C(=O)c2ccc(Br)cc2)c1,0.8,-2.1,0.3

# Next section
SMILES,TRPN1 ag,TNF necrop inh,TRPML3 ag
Cc1nn(-c2ccccc2)c(Cl)c1/C=C1\N=C(c2ccccc2)OC1=O,0.0,-2.3,-0.1
COc1ccc(-c2nc(CSCC(=O)N3CCN(C4CCCCC4)CC3)c(C)o2)cc1OC,0.4,1.1,-0.4
N#Cc1cc2c(=O)n3ccccc3nc2n(Cc2cccnc2)c1=N,-0.9,-1.8,1.5
Cc1ccc(Cn2c(=O)c3ccccc3n3c(CCC(=O)O)nnc23)cc1,0.5,0.5,0.2
Cc1cccc2cc(CN(Cc3ccccc3)C(=O)N3CCOCC3)c3nnnn3c12,1.8,-3.9,0.4
Cc1cccc(-c2cc3nc4c(c(N5CCC6(CC5)OCCO6)n3n2)CCCC4)c1,0.6,-1.3,0.6
CC(C)C1Cc2c(sc3c2c(=O)n(-c2ccccc2)c2nncn32)CO1 (stereo unspecified),1.0,-0.2,0.6
COc1ccc(CCNC(=O)c2c(O)c3c([nH]c2=O)CCCC3)cc1OC,-0.5,0.9,0.6
CCOC(=O)Nc1ccc([N+](=O)[O-])cc1OC,0.4,-1.3,0.3
CCOC(=O)CSc1nnc(-c2ccc(S(=O)(=O)NCc3cccs3)cc2)o1,2.5,0.0,1.0
c1ccc(CSc2ncnc3c2oc2ccccc23)cc1,1.6,-0.3,-0.1
CC1=NC(=O)C(N=Nc2cccc3ccccc23)N1c1ccccc1 (stereo unspecified),0.6,-2.1,0.8

# Compound activity: PubChem, several laboratories
